HIF activator = HIF pathway transcriptional activators, primary screen, cell-based, U2OS HRE-luciferase, luminescence. activation, % at 7.5 µM (by protocol). U2OS HRE-luciferase reporter; normalized: DMSO 0%, desferrioxamine 100%. 300,000 tested, 0.32% active;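 active = mean activation of at least 10% of the iron chelator positive control signal, with at least half of replicates also reaching 10%; inconclusive = mean and replicate majority disagree about reaching 10%; inactive = mean and most replicates under 10%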
IEC-6 tox = cytotoxicity in IEC-6 intestinal epithelial cells, primary screen, cytotoxicity control for KLF5 inhibitor project, cell-based, luminescence; IEC-6 cytotoxicity, luminescence viability; inhibition, % at 5 µM; 290,000 tested, 0.78% active; in the data active = inhibition above about 22%;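 also: 0% = plate median of test compound wells and 100% = cytotoxic reference compound wells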
GSK3beta inhib = human GSK3beta kinase inhibitors, primary screen, biochemical, cell-free homogeneous, HTS; GST-GSK3beta kinase, ADP-Glo luminescence, 60 min; hits give low values; AID 2097, 2009; activity score (negative = inhibition), % at 10 µM; Glycogen synthase kinase-3 beta (Homo sapiens), P49841; 300,000 tested, 0.038% active;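 active = more than half of replicate wells score below -50%, meaning over 50% inhibition versus plate controls; inconclusive = some replicates but at most half score below -50%; inactive = no replicate scores below -50%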;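 also: 0% = median DMSO wells and -100% = median GW8510 positive control wells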
Target sequence (P49841 whole entry, looked up): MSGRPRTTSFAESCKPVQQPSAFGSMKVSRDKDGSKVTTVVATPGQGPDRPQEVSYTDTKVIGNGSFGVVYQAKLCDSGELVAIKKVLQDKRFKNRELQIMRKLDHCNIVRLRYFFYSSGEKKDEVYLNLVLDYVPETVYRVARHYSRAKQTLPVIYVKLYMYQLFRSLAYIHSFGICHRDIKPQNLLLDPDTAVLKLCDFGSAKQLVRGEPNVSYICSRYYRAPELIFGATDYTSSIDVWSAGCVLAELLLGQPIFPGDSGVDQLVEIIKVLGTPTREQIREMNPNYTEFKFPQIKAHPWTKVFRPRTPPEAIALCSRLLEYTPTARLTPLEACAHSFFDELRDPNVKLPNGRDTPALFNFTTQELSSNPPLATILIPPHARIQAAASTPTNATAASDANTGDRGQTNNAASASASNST
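test system = GST-tagged human GSK3beta kinase, cell-free | reagent = 25 µM ATP with peptide substrate | dosing = one dose of 10 µM per compound | schedule = 60 min reaction, RT | detection = luminescent ADP-Glo measurement of ADP formed | control set = DMSO neutral wells and GW8510 at 20 µM as positive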
HSP90 inh = HSP90 inhibitors, primary screen, cell lysate, luminescence; Heat shock protein HSP 90 (rabbit reticulocyte lysate; luciferase refolding); Rabbit reticulocyte lysate, luciferase refolding luminescence, 3 h; inhibition, % at 5.6 µM; 290,000 tested, 0.91% active; AID 1789, 2009;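 active = inhibition above the screen-wide mean plus 3 SD, computed separately per campaign, cut at about 16% in these data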;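 also: 0% = DMSO wells and 100% = 60 µM geldanamycin wells; inhibitors lower the luminescence because luciferase stays unfolded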
HSF1 inh = HSF1 inhibitors in luciferase reporter cells, primary screen, cell-based, NIH3T3, luminescence. activity change, negative = inhibition, % at 7.5 µM (by protocol). AID 2098, 2009. NIH3T3-HGL HSE-luciferase, MG132-induced, luminescence 8 h; hits give low values. 300,000 tested, 0.77% active;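 active = more than half of replicate wells show activity change below -50%, luminescence cut by over half; inconclusive = some wells, but at most half, below -50%; inactive = no replicate well below -50%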;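 also: luciferase reports HSF-1 transcriptional activity via heat shock element; 0% = median of DMSO wells and -100% = zero luminescence signal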
GSK3A inh = blockers of GSK3A enzyme activity – biochemical, luminescence, cell-free homogeneous, HTS, primary screen. GSK-3 alpha kinase, ADP-Glo luminescence, 60 min. 320,000 tested, 0.1% active. Glycogen synthase kinase-3 alpha (Homo sapiens), P49840. inhibition, % at 10 µM;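 in the data active = inhibition above about 50%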;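 also: GST-tagged GSK-3 alpha with peptide substrate and 25 µM ATP; 0% = DMSO neutral wells and 100% = GW8510 positive control wells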
Target sequence (P49840 whole entry, looked up): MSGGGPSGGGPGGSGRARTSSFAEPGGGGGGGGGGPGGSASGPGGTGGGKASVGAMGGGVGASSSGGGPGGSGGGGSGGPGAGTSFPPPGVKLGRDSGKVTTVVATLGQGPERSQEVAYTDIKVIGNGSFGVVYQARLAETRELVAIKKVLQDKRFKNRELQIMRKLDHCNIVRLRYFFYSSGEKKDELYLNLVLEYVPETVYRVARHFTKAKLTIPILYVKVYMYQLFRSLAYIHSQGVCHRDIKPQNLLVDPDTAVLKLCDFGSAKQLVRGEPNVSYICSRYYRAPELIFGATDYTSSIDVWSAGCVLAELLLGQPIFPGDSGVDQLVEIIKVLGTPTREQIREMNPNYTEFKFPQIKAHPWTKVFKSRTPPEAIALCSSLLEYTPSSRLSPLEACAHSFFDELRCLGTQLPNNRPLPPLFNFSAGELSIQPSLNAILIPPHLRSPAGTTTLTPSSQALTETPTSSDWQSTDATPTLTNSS
HSF-1 act = HSF-1 activators, primary screen, NIH3T3-HGL cells, MG132 stress, luminescence, single point | NIH3T3-HGL HSF-1 luciferase reporter, 8 h; 100% = twice DMSO control signal | activation, % at 9 µM | 300,000 tested, 1.7% active | AID 504408, 2011;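 active = mean replicate activation of at least 50% with a set share of replicates each reaching 50%; inconclusive = only one of those two conditions met; inactive = mean below 50% and too few replicates reaching it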;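 also: 0% = median of the neutral control wells and 100% = twice that signal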
AI-2 QS modul = Vibrio harveyi AI-2 quorum sensing modulators, primary screen, JMH597 strain, luminescence/OD600 ratio; Vibrio harveyi JMH597 AI-2 luminescence/OD600 ratio, 9 h; hits give low values; strain lacks LuxN and CqsS sensors; 0 = neutral-control median; activity change, % at 7.5 µM; 300,000 tested, 0.4% active; in the data active = activity change below about -75%, passing the limit was not always enough; inconclusive = no clear call, values can overlap the other calls;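 also: luminescence divided by OD600 gain over 9 h not by final OD600 alone; inactives centre near 13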
KLF5 inh = KLF5 expression inhibitors, primary screen, DLD-1 cells, luminescence. DLD-1 KLF5 promoter-luciferase reporter. inhibition, % at 5 µM. 290,000 tested, 0.23% active. AID 1700, 2009;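 active = inhibition above a per-plate limit of that plate's mean compound inhibition plus 3 SD, cut at about 60% in these data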;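 also: 0% = DMSO wells and 100% = LY294002 at 200 µM; higher means less KLF5 promoter-driven luciferase light; inactives centre near -14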
aSyn 5UTR inh = MLPCN primary screen, SNCA 5' untranslated region; 300,000 tested, 0.82% active; alpha-synuclein 5'UTR reporter, inhibitor activity; inhibition, % (tested at 7.5 µM); in the data active = inhibition above about 60%; inconclusive = no clear call, values can overlap the other calls;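 also: H4 neuroglioblastoma cells stably carrying SNCA 5'UTR luciferase fusion; 0% = DMSO wells and 100% = positive control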
Starred values were filed as active, the others as inactive; ? = inconclusive; / = not tested or not shown.

structure,HIF activator,IEC-6 tox,GSK3beta inhib,HSP90 inh,HSF1 inh,GSK3A inh,HSF-1 act,AI-2 QS modul,KLF5 inh,aSyn 5UTR inh
CC(C)c1nc(SCC(=O)Nc2cccc(C(F)(F)F)c2)c2c(=O)n(C)c(=O)n(C)c2n1,-0.3,8,-1,3,5,-1,5,22,-8,24
COc1cccc(NC(=O)C2CCCN2C(=O)Nc2ccccc2F)c1 (stereo unspecified),-0.2,3,-1,2,-2,0,3,6,-22,-4
N[C@@H](CO)c1nnc([C@H](CC(=O)O)NC(=O)C2CCNCC2)o1,1.4,-4,-1,0,-4,1,-5,2,-13,12
c1ccc(-c2c3ccccc3nc3[nH]c4ccccc4c23)cc1,-0.7,1,1,2,-3,2,-4,29,-23,-7
O=C(N/N=C/c1cccc(F)c1)c1cc(-c2ccco2)nc2ccccc12,0.9,-6,5,2,11,1,-4,5,-14,-120
N#Cc1cnn(-c2cccc(Cl)c2)c1N,-0.4,-8,-1,0,-2,0,-17,13,0,-8
CC1(C)CC(=O)C=C(NNC(=O)c2ccccc2)C1,-0.5,1,2,-2,-3,1,15,33,-14,-26
COc1ccc(OC2C(=O)N(Cc3ccc4c(c3)OCO4)C2c2cccs2)cc1 (stereo unspecified),-0.4,-4,4,0,8,3,14,15,-3,33
COc1ccc(S(=O)(=O)N2CCCOC2CNC(=O)C(=O)NCCCn2ccnc2)cc1OC (stereo unspecified),0.2,-3,-4,-3,5,-7,1,15,-14,-7
CC(NC(=O)c1ccncc1)c1ccc(Br)cc1 (stereo unspecified),-0.2,/,3,/,4,11,4,27,/,0
Cn1c(CNC(=O)CCNC(=O)c2ccc(F)c(F)c2)cc(=O)n(C)c1=O,0.3,-2,2,-2,-10,-2,-15,21,-44,-15
Cc1c(C(=O)N2CCNCC2)oc2ccccc12,3.2,-4,1,-4,-2,-3,-4,20,-29,13
COc1ccc(N2CCN(Cc3nc4c(c(=O)n(C)c(=O)n4C)n3C(C)C(C)=O)CC2)cc1 (stereo unspecified),0.2,2,3,-2,-2,3,-8,11,-21,-2
O=C(O)c1ccccc1NCN1C(=O)C2CC=C(Cl)CC2C1=O (stereo unspecified),-0.1,-7,4,0,0,-1,-11,35,-22,13
CCCNC(=O)C/C(C)=N/NC(=O)COc1ccc(C)cc1Br,-0.5,3,0,1,2,-1,-16,17,-1,21
Cc1ccc(-n2c(N)c(C(=O)Nc3c(C)n(C)n(-c4ccccc4)c3=O)c3nc4ccccc4nc32)cc1,-1.3,5,-5,-4,-2,-1,17,36,-45,15
COc1ccccc1CNC(=O)CCC(=O)N1CCOc2ccc(C)cc21,-0.3,-1,5,2,8,0,-3,14,-17,10
CCCOC(=O)c1ccc(Cl)c(NC(=O)c2ccc(-c3ccccc3)cc2)c1,1.8,2,0,-1,/,-1,/,10,-17,-51
O=C(c1ccc(F)cc1)c1c[nH]c(C(=O)NCc2ccco2)c1,0.9,5,0,-2,-22,-2,-30,-2,-30,5
COc1ccc(C(=S)N2CCOCC2)cc1OC(=O)c1ccccc1Cl,0.1,3,0,-1,-1,-3,1,23,-16,-13

structure,HIF activator,IEC-6 tox,GSK3beta inhib,HSP90 inh,HSF1 inh,GSK3A inh,HSF-1 act,AI-2 QS modul,KLF5 inh,aSyn 5UTR inh
CC(=O)N1c2ccc(S(=O)(=O)N3CCC(C(=O)Nc4cccc(C)n4)CC3)cc2CC1C (stereo unspecified),0.6,1,-1,-4,4,2,-4,12,0,-14
CCCCC(=O)NC(=S)NNC(=O)CC#N,0.0,-5,0,2,3,-2,-3,28,-2,-7
O=C(O)c1cc(-c2ccccc2Cl)n(-c2ccccc2)n1,-1.1,0,3,1,-3,-4,10,20,-25,-3
CC(C)(C)NC(=O)C1CC1(c1ccccc1)c1ccccc1 (stereo unspecified),-1.7,-12,0,-3,3,2,0,15,-24,-23
O=c1c2ccccc2ncn1-c1ccc(Cl)cc1Cl,0.1,-4,-4,4,1,1,1,-1,1,0
Cn1ncc(Cl)c1C(=O)N1CCN(c2cccc(Cl)c2)CC1,-0.1,3,-4,-4,-2,1,1,11,-15,14
C=CCOc1ccc(C(=O)/C=C2/C(=O)Nc3ccccc32)cc1,-0.5,0,-1,-2,1,-1,8,11,-20,-42
COC(=O)c1ccc(/C=N/N2CCN(Cc3ccc(C)cc3C)CC2)cc1,-0.3,-4,-1,-6,2,0,37,-5,-9,5
COc1ccc(C2CCCN2CC(O)COc2ccccc2C(C)C)cc1 (stereo unspecified),0.7,-4,0,-1,2,-1,7,-2,20,16
COc1ccc(C(c2c(C)n(C)n(-c3ccccc3)c2=O)c2c(C)n(C)n(-c3ccccc3)c2=O)cc1O,0.1,-1,4,1,3,-1,12,15,-47,0
COc1ccc(Cl)cc1C(=O)n1nc(C)cc1C,-0.2,-11,-1,2,-4,-1,-6,15,-1,4
COc1cc(OC)c(C(=O)N(CCc2ccccc2)Cc2ccccc2)cc1OC,0.4,-5,2,2,11,-5,10,-4,-10,18
O=[N+]([O-])c1ccc(NCCNS(=O)(=O)c2ccccc2)cc1,-0.1,1,-1,-2,-9,2,2,14,5,27
COc1cc2cc(CN(Cc3ccc4c(c3)OCO4)C(=O)c3ccco3)c(=O)[nH]c2cc1OC,-0.2,0,1,-1,1,-2,10,18,-30,16
Cc1cc(C)n2nc(C(=O)Nc3ccc(N4CCOCC4)cc3)nc2n1,-0.5,2,1,0,-2,0,12,17,-6,-29
Cc1ccc(NC(=O)C(c2ccc(Cl)cc2Cl)N2CCCC2)cc1 (stereo unspecified),-1.0,-1,-2,4,-2,4,0,8,-11,0
CNC(=O)N1c2ccccc2NC(=O)CC1C (stereo unspecified),0.0,-2,-2,-1,-6,-5,2,19,-3,15
CC(C)c1[nH]nc2c1C(c1cccs1)C(C#N)=C(N)O2 (stereo unspecified),0.2,-5,-4,1,8,12,0,6,-6,8
CCOC(=O)c1c(C)[nH]c(C(=O)COC(=O)CCC2CCCC2)c1C,-0.4,-1,2,2,15,0,4,29,-18,0
COc1cc([N+](=O)[O-])ccc1NC(=O)Cn1ccsc1=N,0.2,1,2,0,-12,1,-4,53,-28,-7

structure,HIF activator,IEC-6 tox,GSK3beta inhib,HSP90 inh,HSF1 inh,GSK3A inh,HSF-1 act,AI-2 QS modul,KLF5 inh,aSyn 5UTR inh
O=C(OCCN(C1=NS(=O)(=O)c2ccccc21)c1ccccc1Cl)c1ccc(Cl)cc1,-0.3,-7,0,-1,17,0,40,-3,-24,-2
CCCNC(=O)C1CCN(S(=O)(=O)c2cccc3nonc23)CC1,0.0,0,-8,1,-6,-1,-1,21,-17,7
Cc1c(CC(=O)N[C@@H](C)C(=O)O)c(=O)oc2c(C)c3occ(-c4ccccc4)c3cc12,0.0,3,-7,12,-38,12,-52,18,-9,6
COc1ccc(C2c3sc(=O)[nH]c3SCC2C(N)=O)cc1 (stereo unspecified),-0.1,1,-1,4,-5,-4,-3,12,6,24
CN(Cc1nc2ccccc2[nH]1)C(=O)C1CCC(=O)N(C2CCCC2)C1 (stereo unspecified),-0.7,5,3,1,-5,-1,-4,12,4,-1
O=[N+]([O-])c1cccc(-c2n[nH]c(=S)n2Cc2ccccc2)c1,0.3,-2,-5,-1,3,3,-14,13,-16,26
COc1ccc(S(=O)(=O)N2CCCC2C(=O)NCc2cccs2)cc1 (stereo unspecified),-0.4,4,6,0,3,-4,5,18,1,-7
COc1cc(SC)ccc1C(=O)Nc1c(C)cccc1C,-3.4,2,-4,-2,10,-2,?,28,-17,-20
Cc1occc1-c1nnc(SCC(=O)N2CC(=O)Nc3ccccc32)n1CC(C)C,-0.4,-8,/,3,4,0,1,/,-20,8
CCOC(=O)C(=O)NNc1ccc(Cl)cc1,-0.2,3,3,-2,-8,/,-30,13,-7,-25
COc1ccc(-c2cc(C(=O)N3CCCC(C(F)(F)F)C3)c3ccccc3n2)cc1OC (stereo unspecified),0.3,/,1,/,4,/,-8,19,/,15
N/C(=N\OC(=O)Oc1ccccc1)c1ccc(Br)cc1,-0.2,-1,-3,-3,-3,1,-5,7,-2,3
NC(N)=NCCCc1cn(CC(=O)N2CCNCC2)nn1,0.2,-4,2,2,-2,/,2,17,-11,-2
S=C1NCN(Cc2ccco2)CN1Cc1ccco1,/,3,0,9,/,-1,/,22,-16,/
O=C(CN1CCN(S(=O)(=O)c2ccc(F)cc2)CC1)Nc1ccc(Cl)cn1,-0.1,-3,-2,3,-4,2,-2,13,2,10
C=CC(=O)NCc1ccc(-c2csnn2)cc1,-0.8,1,3,0,-2,-6,1,16,-30,-11
O=C(NCc1ccccc1)C1=C[C@@H](c2ccc(Br)cc2)C[C@@H](OCCCCO)O1,-0.3,2,-1,12,2,-3,-9,19,-18,18
O=C(N/N=C/c1ccc2c(c1)OCO2)c1cc(-c2ccc(F)cc2)nc2ccccc12,0.1,11,-4,-1,-8,0,-16,10,3,-40
Cc1ccc(NC(=O)CN(C)C(=O)c2ccc(Br)o2)cc1,0.0,-5,0,-7,1,0,18,13,6,-6
CN1C(=O)c2ccccc2C(C(=O)O)C1c1cccc(Cl)c1 (stereo unspecified),-0.1,0,2,2,3,-3,0,23,0,-4

structure,HIF activator,IEC-6 tox,GSK3beta inhib,HSP90 inh,HSF1 inh,GSK3A inh,HSF-1 act,AI-2 QS modul,KLF5 inh,aSyn 5UTR inh
O=C1c2cccc3cccc(c23)C(=O)N1CCN1CCN(CC(O)COCc2ccc(Cl)cc2)CC1 (stereo unspecified),-0.4,-5,0,-1,40,0,73*,8,-20,-6
CC(NC(=O)OCc1ccccc1)C(=O)NCC1CCCO1 (stereo unspecified),0.3,-4,4,-1,-12,1,-7,23,-40,19
COc1ccc(C(=O)[C@@H]2CC[C@](C)(C(=O)O)C2(C)C)cc1,-0.2,/,0,/,-2,-3,3,14,/,-3
O=c1[nH]c(C2CCN(S(=O)(=O)c3cccc(C(F)(F)F)c3)CC2)nc2c1nnn2Cc1cccc(F)c1,?,4,-1,10,-7,-2,-3,17,-31,19
C/C(Cl)=C\Cn1c(N2CCCC2)nc2c1c(=O)[nH]c(=O)n2C,0.2,-5,1,-1,4,3,-1,24,-3,20
CCOC(=O)CN(C#N)c1nc(C)cc(C)n1,-0.5,-4,-2,-1,-11,-3,-8,10,-11,4

Compound activity (PubChem BioAssay)
